PPARg SRC-3 ag: PPARgamma-driven SRC-3 recruitment agonism. biochemical PPARgamma/SRC-3 coactivator recruitment assay. activation, % at 8 µM. 0.26% of 200,000 active; in the data active = activation above about 23%;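 note: 0% = DMSO and 100% = reference agonist; some compounds past the cut are filed as inactive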
STAT3 activator: STAT3 signaling activation; U3A cells, IL-6 STAT3-luciferase reporter, luminescence; 100% = signal with IL-6 EC80 alone; activation (% of control), % at 5.6 µM; 0.91% of 190,000 active; AID 871;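 active = activation above the screen-wide mean of compound activation plus 3 SD, cut at about 130% in these data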;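 note: 0% = background luminescence of wells with medium and substrate only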
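Material: STAT3-luciferase reporter U3A cells. Controls: IL-6-treated wells, 100% activation. Read-out: % activation versus median of IL-6-stimulated wells. Probe or stimulus: IL-6 stimulus at 33 ng/mL final. Timing: compound 1 h, then IL-6 6 h at 37 °C. Signal: reporter luminescence signal.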
TNAP act hiacc: activators of human TNAP at high phosphate acceptor concentration; activation factor at 20 µM; purified TNAP, CDP-star luminescence, 1 M DEA, 30 min; hits give high values; 0 = EDTA background, 1 = DMSO-only activity; 200,000 tested, under 10 active; AID 1136;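 active = activation factor at least 2 at 20 µM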
Target sequence (P05186 whole entry, looked up): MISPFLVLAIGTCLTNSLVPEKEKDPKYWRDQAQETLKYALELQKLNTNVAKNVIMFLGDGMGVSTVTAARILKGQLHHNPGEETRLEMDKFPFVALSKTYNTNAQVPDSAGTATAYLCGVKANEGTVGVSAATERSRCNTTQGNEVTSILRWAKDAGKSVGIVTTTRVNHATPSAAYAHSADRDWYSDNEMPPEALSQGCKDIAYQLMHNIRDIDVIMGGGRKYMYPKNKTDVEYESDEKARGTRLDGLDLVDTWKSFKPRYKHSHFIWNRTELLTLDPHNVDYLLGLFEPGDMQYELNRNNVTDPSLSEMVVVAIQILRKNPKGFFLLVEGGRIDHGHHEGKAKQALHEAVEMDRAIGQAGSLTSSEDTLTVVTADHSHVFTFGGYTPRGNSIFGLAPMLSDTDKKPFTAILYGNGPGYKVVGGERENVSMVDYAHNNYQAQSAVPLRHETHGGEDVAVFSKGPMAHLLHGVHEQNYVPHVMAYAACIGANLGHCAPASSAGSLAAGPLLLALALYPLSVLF
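system = human TNAP | amount = enzyme diluted 1/800 final | reagent = 100 µM CDP-star substrate | signal = luminescent substrate turnover signal | dosing = one dose, 20 µM | benchmarks = EDTA negative control, DMSO positive control | measure = activation factor | timing = 30 min reaction, room temperature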
ROMK primary: modulates human ROMK potassium channel activity. P48048. Tet-inducible ROMK, thallium flux fluorescence; actives lie on both sides. B-score at 10 µM. 2% of 130,000 active. AID 1918;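 active = signal ratio slope over the read window, or its plate-corrected B-score, at least 3 SD from the plate mean, either direction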;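 note: B-score of the F/F0 ratio slope over 7 to 12 s after thallium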
Target sequence (P48048 whole entry, looked up): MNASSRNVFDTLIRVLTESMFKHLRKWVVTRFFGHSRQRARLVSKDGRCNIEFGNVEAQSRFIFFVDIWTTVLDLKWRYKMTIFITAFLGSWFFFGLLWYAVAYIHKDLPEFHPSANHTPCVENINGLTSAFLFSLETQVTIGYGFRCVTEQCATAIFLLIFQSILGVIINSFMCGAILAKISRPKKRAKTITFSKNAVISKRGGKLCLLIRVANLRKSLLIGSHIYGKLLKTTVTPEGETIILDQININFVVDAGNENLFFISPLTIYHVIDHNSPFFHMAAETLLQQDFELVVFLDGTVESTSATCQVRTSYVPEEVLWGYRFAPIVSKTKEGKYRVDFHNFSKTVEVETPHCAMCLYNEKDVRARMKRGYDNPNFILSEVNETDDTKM
bIAP activator: increases bovine intestinal alkaline phosphatase activity; purified bovine IAP, CDP-star luminescence, 30 min; hits give high values; fold of DMSO-control signal, blank-subtracted; activation factor at 20 µM; 0.17% of 200,000 active; AID 1016;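 active = activation factor of 2 or more at 20 µM, a signal rise over negative controls twice the positive control's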
STAT3 inh: STAT3 signaling inhibition; U3A cells, IL-6 STAT3-luciferase reporter, luminescence; host cell line lacks STAT1; inhibition, % at 5.5 µM; 0.89% of 190,000 active; AID 862;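 active = inhibition above the mean inhibition across all screened compounds plus 3 SD, cut at about 44% in these data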;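 note: 0% = DMSO only wells and 100% = 100 µM nifuroxazide control wells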
bIAP inhibitor: intestinal alkaline phosphatase (bovine) inhibition; purified bovine IAP, CDP-star luminescence, 30 min; inhibition, % at 20 µM; 190,000 tested, under 10 active;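 active = over 50% inhibition of intestinal alkaline phosphatase at 20 µM in the single-dose screen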
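Assay system – bovine IAP enzyme · Quantity – bovine IAP at 1/65,000,000 final dilution · Detection – CDP-star luminescence signal · Times – 30 min reaction at room temperature · Also added – CDP-star substrate at 30 µM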
PPARg SRC-1 ag: PPARgamma-driven SRC-1 recruitment agonism; PPARgamma-SRC-1 coactivator recruitment biochemical assay; activation, % at 8 µM; P37231; 0.41% of 200,000 active; in the data active = activation above about 19%;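 note: 0% = DMSO and 100% = reference agonist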
PPARg SRC2 recr: promotes SRC-2 coactivator recruitment by human PPARgamma; P37231; PPARgamma LBD-SRC-2 recruitment, biochemical; activation, % at 8 µM; 0.34% of 200,000 active; AID 1032; in the data active = activation above about 22%;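 note: 0% = vehicle and 100% = reference agonist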
TR-FRET SRC-2 ct: counter-screen for PPARgamma SRC-2 recruitment agonists: TR-FRET artefact; hits give high values; TR-FRET ratio at 8 µM; 0.4% of 200,000 active; in the data active = TR-FRET ratio above about 2000; note: inactives centre near 1500
STAT1 inh: STAT1 signaling inhibition; NIH 3T3 STAT1-luciferase reporter, IFN-gamma, luminescence; inhibition, % at 5.5 µM; 0.35% of 200,000 active;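 active = inhibition above a set limit, the mean inhibition across all tested compounds plus 3 SD, cut at about 34% in these data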;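 note: 0% = IFN-gamma with DMSO and 100% = IFN-gamma with 300 µM nifuroxazide; values of inactives mirror those of a sister screen read the other way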
Active calls of the source: *; . = not tested or not shown. Not a hit list (roughly 3.7% active in at least one column).

SMILES | PPARg SRC-3 ag | STAT3 activator | TNAP act hiacc | ROMK primary | bIAP activator | STAT3 inh | bIAP inhibitor | PPARg SRC-1 ag | PPARg SRC2 recr | TR-FRET SRC-2 ct | STAT1 inh
CC(C)OC(=O)CCCCCN1C(=O)CSC1=S | 1 | 90 | 1 | . | 0.9 | 15 | 13 | 3 | -4 | 1329 | 3
CC(/C=C/c1ccccc1)=N\Nc1nc(C)cc(C)n1 | 3 | 93 | 1 | -0.44 | 1 | 12 | 3 | 13 | 6 | 1874 | -12
Cc1ccccc1-n1c(SCC(=O)N2CCCC2)nnc1-c1ccccn1 | 2 | 102 | 1 | . | 1 | 4 | 1 | 2 | -2 | 1498 | 1
CC(=O)CSc1nnc2cc(C)c3ccccc3n12 | 11 | 93 | 1 | 0.99 | 1.2 | 10 | -16 | 7 | 4 | 1653 | -5
O=C(O)c1cccc(NC(=S)NC(=O)c2ccc(-c3ccccc3)cc2)c1 | -1 | 76 | 1 | 0.026 | 0.9 | 30 | 13 | 3 | 4 | 1551 | 5
Cc1ccc(Nc2nc(N)c(C#N)c(CC#N)c2C#N)cc1 | -1 | 81 | 1 | -1 | 1 | 27 | 2 | 2 | -2 | 1570 | -5
N/C(=N\OC(=O)/C=C/c1ccccc1)c1ccccc1 | 6 | 102 | 1 | -0.46 | 0.7 | -2 | 26 | 1 | 8 | 1503 | -41
Cc1cccc(N2CCN(c3nc4ccccc4n4cnnc34)CC2)c1C | -4 | 91 | 1.1 | . | 0.9 | 19 | 8 | 4 | 0 | 1638 | -7
COc1ccc(N2CCN(C(=O)CCCCn3c(=O)[nH]c4ccsc4c3=O)CC2)cc1 | -4 | 101 | 1 | -0.0095 | 0.9 | 6 | 5 | 3 | -1 | 1534 | -2
COc1ccccc1N1CCN(C(=O)COc2ccc(Cl)cc2Br)CC1 | 7 | 97 | 1 | . | 1.1 | 9 | -11 | 6 | 1 | 1607 | -8
CCn1c(=O)c2ccccc2n2c(SCC(=O)N3CCc4ccccc4C3)nnc12 | -8 | 102 | 1.1 | . | 1 | 4 | -1 | 4 | -12 | 1476 | 13
CN(C)CCCNC(=O)CCC1CCCCC1 | -4 | 95 | 1 | . | 0.9 | 9 | 10 | -5 | 1 | 1369 | -3
CCOC(=O)c1sc2ncnc(N3CCN(c4ccc(OC)cc4)CC3)c2c1C | 2 | 96 | 1 | . | 1 | 10 | 3 | -4 | 5 | 1457 | -8
CCOC(=O)N1CCN(C(c2ccccc2)c2sc3nc(C)nn3c2O)CC1 (centres undefined) | 7 | 94 | 1 | . | 0.9 | 6 | 12 | 7 | 10 | 1577 | 3
O=S(=O)(Nc1ccc(Cc2ccncc2)cc1)c1ccc(Cl)c(Cl)c1 | 11 | 102 | 1 | . | 1 | 3 | -5 | -13 | 8 | 1583 | 3

The final 4 entries of the part before lead into the next:
SMILES | PPARg SRC-3 ag | STAT3 activator | TNAP act hiacc | ROMK primary | bIAP activator | STAT3 inh | bIAP inhibitor | PPARg SRC-1 ag | PPARg SRC2 recr | TR-FRET SRC-2 ct | STAT1 inh
CN(C)CCCNC(=O)CCC1CCCCC1 | -4 | 95 | 1 | . | 0.9 | 9 | 10 | -5 | 1 | 1369 | -3
CCOC(=O)c1sc2ncnc(N3CCN(c4ccc(OC)cc4)CC3)c2c1C | 2 | 96 | 1 | . | 1 | 10 | 3 | -4 | 5 | 1457 | -8
CCOC(=O)N1CCN(C(c2ccccc2)c2sc3nc(C)nn3c2O)CC1 (centres undefined) | 7 | 94 | 1 | . | 0.9 | 6 | 12 | 7 | 10 | 1577 | 3
O=S(=O)(Nc1ccc(Cc2ccncc2)cc1)c1ccc(Cl)c(Cl)c1 | 11 | 102 | 1 | . | 1 | 3 | -5 | -13 | 8 | 1583 | 3
Cc1ccc2c(c1)[nH]c1c(=O)n(CCC3=CCCCC3)cnc12 | -4 | 92 | 1 | . | 0.7 | 20 | 32 | -4 | -6 | 1541 | 2
Cc1cc(C(F)(F)F)c(C#N)c(SCC(=O)NC2CC2)n1 | 5 | 89 | 1 | -0.14 | 0.9 | 18 | 12 | 6 | 3 | 1545 | 4
COC(=O)c1ccc(CC(=O)c2c(C)cc(O)cc2O)o1 | -2 | 93 | 1.1 | 0.4 | 0.8 | 10 | 17 | -2 | -5 | 1259 | -6
COc1ccc(-n2nc3c(c2NC(=O)c2ccc(S(=O)(=O)N4CCOCC4)cc2)CS(=O)(=O)C3)cc1 | -8 | 108 | 1 | -0.026 | 1.1 | -8 | -5 | 8 | -2 | 1544 | 8
Cc1cc(N2CCN(C)CC2)nc(N2CCOCC2)n1 | 16 | 101 | 1 | -1.2 | 1 | 3 | -1 | 0 | 7 | 1646 | 11
N#Cc1nc(-c2ccccc2Cl)oc1NCc1ccco1 | -3 | 101 | 1 | -1.7 | 0.6 | 3 | 37 | 6 | 9 | 1593 | 4
O=C(Nc1ccc2c(c1)CCC2)c1c(F)cccc1Cl | 2 | 102 | 1.1 | 0.11 | 1.1 | 1 | -10 | -1 | 3 | 1569 | -84
O=C1CC(N2CCN(CCc3ccccn3)CC2)C(=O)N1c1ccc(Cl)cc1 (centres undefined) | -7 | 106 | 1.1 | 0.71 | 1.1 | -3 | -5 | -5 | -2 | 1384 | 3
COCC(=O)N(Cc1cc2ccccc2[nH]c1=O)c1ccc(OC)cc1 | 4 | 102 | 1 | -0.69 | 0.8 | 0 | 15 | 3 | 10 | 1695 | 0
O=C(c1cccc(S(=O)(=O)N2CCc3ccccc3C2)c1)N1CCN(c2ccc(O)cc2)CC1 | 4 | 90 | 1 | -0.099 | 0.7 | 13 | 26 | 10 | 7 | 1425 | 12
COC(=O)c1c(N2C(=O)CC(Sc3ccccc3C(=O)O)C2=O)sc(C)c1C (centres undefined) | 0 | 91 | 1 | . | 1 | 15 | 2 | 2 | 2 | 1638 | 10
Cn1c(NNC(=O)c2cccc3ccccc23)cc(=O)n(C)c1=O | 8 | . | 1.1 | . | 1 | . | 4 | 13 | 4 | 1605 | -2
Cc1cc2c(s1)CCCCC(=O)N2 | 5 | 101 | 1 | . | 1.1 | 8 | -10 | 2 | 4 | 1581 | -2
Cc1cccc(NC(=O)CN2C(=O)N/C(=C/c3cc(C)n(-c4cccnc4)c3C)C2=O)c1 | 2 | 108 | 1 | -0.61 | 0.9 | 0 | 13 | -8 | 6 | 1476 | -5
O=C(NCc1cccs1)C1CCN(c2ccc(S(=O)(=O)N3CCOCC3)cc2Cl)CC1 | 11 | 111 | 1 | 2.9* | 1.1 | -10 | -10 | 8 | 4 | 1525 | 0
Cn1c(=O)c2c(nc(CN3CCc4ccccc4C3)n2Cc2ccc(Cl)cc2)n(C)c1=O | -8 | 113 | 1 | -0.97 | 0.9 | -11 | 5 | -5 | -7 | 1363 | 5
CN(c1ccccc1)S(=O)(=O)c1ccc(Cl)c(C(=O)NC2=NCCS2)c1 | 1 | 107 | 1 | . | 0.9 | -6 | 11 | 4 | 5 | 1745 | 0
CCN1CCN(C(=O)c2ccc3c(=O)n(C4CCCC4)c(=S)[nH]c3c2)CC1 | 6 | 100 | 1 | . | 1 | 5 | -2 | 4 | 2 | 1656 | -1
O=C(NC1(C(F)(F)F)NC(=O)N(Cc2cccnc2)C1=O)c1ccccc1Cl (centres undefined) | 12 | 104 | 1 | . | 1.1 | -2 | -7 | 2 | 6 | 1659 | -5
Cc1ccc(C)c(S(=O)(=O)N/N=C/c2ccc(F)cc2)c1 | -2 | 104 | 1 | 1.2 | 1.1 | -3 | -14 | 1 | 0 | 1414 | -3
CCc1cccc(CC)c1-n1c(SCn2nnc3ccccc3c2=O)nnc1-c1cccnc1 | -7 | 107 | 0.9 | -0.0057 | 1 | -10 | -5 | -2 | -6 | 1566 | 5
O=C(CSc1nccn1-c1cccc(Cl)c1)NC1CCCC1 | 10 | 90 | 1 | . | 1 | 14 | -2 | 1 | -1 | 1531 | 1
COc1ccccc1CN1CCNC(=O)C1CC(=O)N(C)Cc1ccon1 (centres undefined) | 3 | 92 | 1 | 1.4 | 1.1 | 14 | -11 | 3 | 17 | 1612 | 1
COc1ccc(OCC(=O)N/N=C2\CCCCc3ccccc32)cc1 | 0 | 107 | 1 | . | 1.1 | -3 | -10 | 1 | 2 | 1435 | -9
Cc1[nH]nc(N=CC2=C(O)CC(c3ccco3)CC2=O)c1-c1ccccc1 (centres undefined) | -3 | 89 | 1 | -0.58 | 1 | 13 | 1 | 0 | 6 | 1540 | -8
O=C(c1ccccc1Cl)N(Cc1ccc(Br)cc1)N1C(=O)CCC1=O | 7 | 94 | 1 | . | 1.1 | 14 | -12 | 7 | 16 | 1709 | 6
Cc1cc2occ(CC(=O)Nc3nccs3)c2cc1C(C)C | 1 | 102 | 1 | 0.071 | 0.9 | -4 | 7 | 2 | 4 | 1649 | 5
CSCCC(NC(=O)c1ccccc1)C(=O)Nc1ccc(NC(C)=O)cc1 (centres undefined) | 4 | 92 | 1 | 0.088 | 1 | 11 | -4 | -2 | 2 | 1526 | 4
COc1ccc(Cl)cc1C(=O)Nc1ccc(NC(=O)c2ccco2)cc1 | -2 | 81 | 1 | . | 0.9 | 26 | 8 | 1 | -6 | 1321 | 16
Fc1ccc(-c2nnc3ccc(N4CCCC4)nn23)cc1 | 0 | 85 | 1 | . | 1 | 19 | 0 | -6 | -7 | 1411 | -11
CCN(CC)CCN1C(=O)C(=O)/C(=C(/O)c2c(C)[nH]c(C(=O)OC)c2C)C1c1cccnc1 (centres undefined) | 0 | 103 | 1 | . | 1 | 1 | 0 | 6 | 9 | 1681 | 3
O=C(NCc1ccccn1)c1ccc(=O)oc1 | -3 | 95 | 1.1 | 0.14 | 1.3 | 8 | -30 | 7 | 0 | 1754 | 6
COc1cccc(NC(=O)c2ncc(Cl)c(Cl)c2Cl)c1 | 5 | 93 | 1.1 | 0.74 | 1 | 11 | 3 | 2 | 6 | 1554 | 3
Cc1cc2ncc(Cl)nc2cc1C | 2 | 93 | 1 | 0.5 | 1 | 7 | 3 | 3 | 3 | 1490 | 0
O=C(NCCN1C(=O)S/C(=C\c2ccccc2F)C1=O)C1CCCN1C(=O)c1cccs1 (centres undefined) | 0 | 99 | 0.9 | . | 0.9 | -3 | 8 | -1 | 2 | 1484 | 11
CCOC(=O)C1C(=O)CC(=O)CC1CC(C)SCC (centres undefined) | -11 | 103 | 1 | . | 0.9 | 0 | 6 | -6 | -5 | 1430 | 5
CC1(C)CC2CC(C)(CN2S(=O)(=O)c2ccc(C(=O)Nc3ccc(S(=O)(=O)N4CCOCC4)cc3)cc2)C1 (centres undefined) | 0 | 69 | 1 | 0.0073 | 1.1 | 36 | -9 | 4 | 0 | 1468 | 15
CCCCCNC(=O)c1ccc2c(=O)n(CCCN3CCCC3=O)c(=S)[nH]c2c1 | 1 | 105 | 1 | 0.58 | 0.9 | 7 | 5 | -6 | -7 | 1501 | 12
CCOC(=O)CSCc1cn2cc(Cl)ccc2n1 | -9 | 106 | 1 | -0.56 | 0.9 | -1 | 10 | -10 | -3 | 1455 | -10
